PGK inhibitor – blocks T. brucei phosphoglycerate kinase. PGK/GAPDH coupled, Kinase-Glo luminescence, 60 min. actives 0.043% (n = 380,000). AID 602233. P07378. Potency, µM (top dose mostly 57.5 µM), for inactives: at the highest dose activity change, negative = inhibition, most hits filed as inhibitors; note: % is set by controls: 0 for no effect and ±100 for the full control effect; nearly all actives have a fitted effect of over 60% in size
Target sequence (P07378 whole entry, looked up): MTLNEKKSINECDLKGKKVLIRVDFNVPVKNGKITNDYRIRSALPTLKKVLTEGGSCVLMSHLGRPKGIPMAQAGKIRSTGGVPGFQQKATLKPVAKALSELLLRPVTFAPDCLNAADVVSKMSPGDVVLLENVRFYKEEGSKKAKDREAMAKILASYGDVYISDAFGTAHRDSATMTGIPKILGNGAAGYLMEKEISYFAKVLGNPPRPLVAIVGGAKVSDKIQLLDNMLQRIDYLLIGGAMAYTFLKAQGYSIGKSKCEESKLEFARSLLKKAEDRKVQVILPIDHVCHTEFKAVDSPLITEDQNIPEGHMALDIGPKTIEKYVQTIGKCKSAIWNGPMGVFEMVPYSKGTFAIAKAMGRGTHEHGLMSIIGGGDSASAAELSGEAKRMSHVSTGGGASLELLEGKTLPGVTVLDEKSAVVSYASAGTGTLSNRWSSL
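Recombinant glycosomal PGK reaction used 1,3-bisphosphoglycerate generated in-well by GAPDH (100nM final) in 100mM TEA pH 7.6, 5mM MgCl2, 0.01% Tween-20. After 60 minutes at room temperature, ATP was read by Kinase-Glo Plus luminescence end-point.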
HP1b binding inh – HP1-beta chromodomain-methylated histone interaction inhibition. P83916. AlphaScreen HP1-beta / biotin-H3K9me3 peptide binding. Potency, µM (series often up to 114 µM), without a hit: at the top dose activity change, negative = inhibition, actives largely listed as inhibitors. actives 0.56% (n = 390,000). AID 540317; note: nearly all actives have a fitted effect of over 70% in size; inactives centre near 23
Target sequence (P83916 whole entry, looked up): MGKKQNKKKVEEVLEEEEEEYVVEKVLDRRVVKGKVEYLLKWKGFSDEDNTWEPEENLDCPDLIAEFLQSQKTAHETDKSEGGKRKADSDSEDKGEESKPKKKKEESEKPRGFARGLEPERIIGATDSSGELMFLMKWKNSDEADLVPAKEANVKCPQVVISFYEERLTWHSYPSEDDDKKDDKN
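AlphaScreen: HP1-beta (50 nM) preformed 30 min with biotin-H3(1-18)K9me3 peptide (50 nM) in PBS pH 7.4, 0.01% Tween-20. Compound added for 30 min at RT, then streptavidin donor/nickel chelate acceptor beads (10 ug/mL) for 30 min.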
BAZ2B inh – BAZ2B (human) inhibition. Q9UIF8. AlphaScreen BAZ2B-H3K14Ac peptide displacement. Potency, µM (top dose mostly 114 µM), for the others: top-dose activity change, negative = inhibition, usual class: inhibitors. actives 4.4% (n = 360,000); note: % is set by controls: 0 for no effect and ±100 for the full control effect; nearly all actives have a fitted effect of over 60% in size
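In this displacement format the biotinylated H3(5-23) peptide acetylated at Lys14 serves as ligand at 50 nM, with BAZ2B at 50 nM in PBS pH 7.4 containing 0.01% Tween-20. Donor and acceptor beads are 10 ug/mL final.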
Pin1 inhibitor – human Pin1 inhibition; Q13526; Pin1 FP peptide displacement, HiFluor488, 10 min; Potency, µM (doses to about 115 µM), for the others: at the highest dose activity, negative = inhibition, most hits filed as inhibitors; actives 0.009% (n = 390,000); AID 504891; active = well fitted inhibition curve with a large enough effect in the polarisation, with a control signal flat, not every such curve was filed as active; inconclusive = small, poorly fitted or top-dose-only effect, or effect the other way, or a change in a side signal; inactive = no such curve, though single readings can be large or run the other way; the % refers to the polarisation; note: % is set by controls: 0 for no effect and ±100 for the full control effect
Target sequence (Q13526 whole entry, looked up): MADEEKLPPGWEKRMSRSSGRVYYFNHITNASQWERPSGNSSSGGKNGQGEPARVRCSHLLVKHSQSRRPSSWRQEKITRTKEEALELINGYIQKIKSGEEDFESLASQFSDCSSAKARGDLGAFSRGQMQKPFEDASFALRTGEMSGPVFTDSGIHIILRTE
JMJD2A Tudor – inhibitors of human JMJD2A Tudor domain; AlphaScreen JMJD2A-Tudor / H3K4me3 peptide binding; AID 504339; Potency, µM (titrated, usually from 114 µM), for inactives: top-dose activity change, negative = inhibition, usual class: inhibitors; actives 4.4% (n = 390,000); O75164; note: % is set by controls: 0 for no effect and ±100 for the full control effect; nearly all actives have a fitted effect of over 50% in size
GLS inhibitor – blocks human kidney-isoform glutaminase activity | Potency, µM (doses to about 45.5 µM), inactives show top-dose activity change, negative = inhibition, most hits filed as inhibitors | AID 624170 | GLS enzymatic activity, qHTS titration | actives 0.21% (n = 410,000) | O94925; note: % is set by controls: 0 for no effect and ±100 for the full control effect
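Read-out is an Amplex red fluorescence increase coupled through glutamate oxidase and HRP, measured before and after 30 min room-temperature incubation. hKGA is in 45 mM KH2PO4 (pH 8.2) with 0.02% Tween-20; glutamine added as 1mM solution.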
BLM helicase inh – blocks DNA unwinding by human BLM helicase; actives 0.2% (n = 350,000); Potency, µM (highest dose often 56.1 µM), inactives show at the highest dose activity change, negative = inhibition, hits mostly inhibitors; P54132; recombinant BLM DNA unwinding, fluorescence dequenching;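 note: plate controls were vehicle for no effect and no enzyme for full effect; nearly all actives have a fitted effect of over 35% in size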
G9a block – G9a (human) methyltransferase inhibition. Potency, µM (top dose mostly 102 µM), inactives show top-dose activity, negative = inhibition, actives largely listed as inhibitors. actives 8.8% (n = 350,000). G9a H3K9 monomethylation, AlphaScreen, 2 h. AID 504332. Q96KQ7; note: % is set by controls: 0 for no effect and ±100 for the full control effect; nearly all actives have a fitted effect of over 75% in size
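Chemiluminescent proximity detection of H3K9 monomethylation, read after 10 min bead incubation in the dark. Reaction: 20 nM G9a, 500 nM biotin-H3K9 peptide, 20 uM SAM cofactor, 2 h, room temperature, following 15 min enzyme-compound preincubation.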
Pol iota inh – DNA polymerase iota (human) inhibition; Q9UNA4; Pol iota fluorescent replication assay, 10 min; Potency, µM (series often up to 115 µM), without a hit: top-dose activity, negative = inhibition, most hits filed as inhibitors; actives 1% (n = 390,000)
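Fluorescent replication assay read twice, at 0 min and 10 min after adding 50 nM (final) substrate. Enzyme (10 nM) and compounds were first incubated 15 min at room temperature; enzyme-free buffer wells were negative controls.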
The depositor's hits bear a star; i = inactive; ? = inconclusive; . = no result given; [ ] = another dose, or the depositor's remark. Unless noted, calls come from the whole dose curve; as a rule, active = well fitted curve in the direction sought with a large enough effect; inconclusive = small, poorly fitted or top-dose-only effect, or another doubt; inactive = no such curve, though single readings can be large; an effect the other way counts as inactive or inconclusive. Potency is the fitted concentration of half-maximal effect. These rows are one share of the data; count on the stated rates, not on these rows.

SMILES,GLS inhibitor,HP1b binding inh,JMJD2A Tudor,Pol iota inh,Pin1 inhibitor,G9a block,BLM helicase inh,BAZ2B inh,PGK inhibitor
Cc1ccc(C(=O)c2c(N)c(-c3nc(-c4ccc5c(c4)OCO5)cs3)c3ccccn23)cc1C,1%,17%,-10%,-26%,-6%,7%[59 µM],-4%,5%,.
CC(=O)NCCC(=O)Nc1cc(F)ccc1C,?,40%[activator],3%,6%,-1%,9%,0%,10%,2%
O=C(c1ccc(C(F)(F)F)cc1)C1CCCN(C(=O)CCn2cncn2)C1 (stereo unspecified),6%,37%,-8%,12%,-3%,23%,2%,-2%,-1%
Cc1ccccc1CN1C(=O)c2ccccc2Sc2ccc(C(=O)NCCN3CCOCC3)cc21,-10%,36%,-32%,14%,0%,5%,-2%,-29%,-3%
COC(=O)c1ccc(COn2nnc3ccccc32)cc1,11%,59%[activator],14%,59%[activator],-7%,18%,-2%,13%,4%
O=C1c2ccccc2S(=O)(=O)c2cc(N3CCN(C(=O)c4ccccc4)CC3)ccc21,5%,62%[activator],8%,5%,?,.,.,.,7%
CSCc1ccc(C(=O)NCc2ccc(F)cc2)cc1,5%,-5%,-16%,5%,-1%,2%[59 µM],-3%,-26%,-6%
Cc1ccc(C)c(NC(=O)CN(C)S(=O)(=O)c2ccc3c(c2)CCC(=O)N3)c1,3%,33%,-17%,-12%,1%,12%[59 µM],-2%,-15%,i
CCN(C(=O)CSc1nc2cc(S(=O)(=O)N(CC)CC)ccc2o1)C1CCS(=O)(=O)C1 (stereo unspecified),-7%,?,-1%,-8%,-4%,.,-4%,-21%,-6%
CCN(C(=O)CCc1nnc2ccc(N3CCC4(CC3)OCCO4)nn12)c1ccccc1,0%,35%,-24%,49%,-4%,-4%,1%,-15%[57.1 µM],i
O=C(c1cccs1)N1CCN(c2ncccn2)CC1,3%,15%,-19%,3%,0%,1%,-1%,9%,-3%
COc1cccc(NC(=O)Cn2c(=O)n(Cc3ccc(F)cc3)c(=O)c3sc4ccccc4c32)c1,1%,44%[activator],-13%,31%,-7%,-3%[59 µM],-5%,-34%,-3%

(listing goes on)
SMILES,GLS inhibitor,HP1b binding inh,JMJD2A Tudor,Pol iota inh,Pin1 inhibitor,G9a block,BLM helicase inh,BAZ2B inh,PGK inhibitor
Nc1ccc(S(=O)(=O)NCc2ccccn2)cc1,-10%,69%[activator],-5%,38%[activator],-1%,11%[2.33 µM],-3%,-1%,-3%
CCC(=O)N1CCc2cc(Br)cc(S(=O)(=O)N3CCN(c4ccccc4)CC3)c21,13%,27%,-11%,4%,2%,?,-2%,2%,4%
Fc1ccc(-c2cnc3n2CCCCC3)cc1,-7%,30%,-13%,26%,0%,-20%,0%,-21%,-4%
Cc1ccc(NC(=O)CN(c2cc(C)cc(C)c2)S(=O)(=O)c2c(C)noc2C)nc1,-2%,19%,-28%,2%,0%,-11%,-7%,-2%,-11%
C=CCNC(=O)c1cc(-c2ccc3c(c2)OCO3)on1,-3%,19%,-11%,-2%,-2%,18%,-3%,1%,-7%
CCOc1ccc(-n2ccnc2)nn1,1%,28%,-1%,-13%,0%,-2%[12.7 µM],2%,0%,6%
O=C(O)CNS(=O)(=O)c1c(Cl)cccc1Cl,-1%,19%,14µM*,-10%,-15%,5%,0%,-1%,i
O=C(NNC(=O)C1CCCCC1)c1ccncc1,3%,14%,-1%,13%,-3%,-11%,-4%,3%,10%
Cc1ccc(S(=O)(=O)c2cc3ccccc3oc2=O)cc1,63%[activator],19%,13%,55%[activator],4%,11%,-1%,5%,-8%
CN(C)CCOC(=O)/C(=C/c1cn(C)c2ccccc12)NC(=O)c1ccccc1,3%,17%,-9%,120%[activator],8%,-17%,-11%,-14%,9%
O=C1OCC/C1=C\c1ccc2c(c1)OCO2,3%,23%,-15%,27%,-5%,-49%[2.33 µM],-5%,4%,0%
COc1cccc2c1cc1c(=O)n(CC(=O)N3CCCCCC3)nc(C)n12,-2%,16%,-16%,25%,4%,17%,0%,-15%,-4%

Brought forward from above: five compounds, then new ones.
SMILES,GLS inhibitor,HP1b binding inh,JMJD2A Tudor,Pol iota inh,Pin1 inhibitor,G9a block,BLM helicase inh,BAZ2B inh,PGK inhibitor
O=C(NNC(=O)C1CCCCC1)c1ccncc1,3%,14%,-1%,13%,-3%,-11%,-4%,3%,10%
Cc1ccc(S(=O)(=O)c2cc3ccccc3oc2=O)cc1,63%[activator],19%,13%,55%[activator],4%,11%,-1%,5%,-8%
CN(C)CCOC(=O)/C(=C/c1cn(C)c2ccccc12)NC(=O)c1ccccc1,3%,17%,-9%,120%[activator],8%,-17%,-11%,-14%,9%
O=C1OCC/C1=C\c1ccc2c(c1)OCO2,3%,23%,-15%,27%,-5%,-49%[2.33 µM],-5%,4%,0%
COc1cccc2c1cc1c(=O)n(CC(=O)N3CCCCCC3)nc(C)n12,-2%,16%,-16%,25%,4%,17%,0%,-15%,-4%
CCS(=O)(=O)c1ccc2c(c1)N(S(=O)(=O)c1ccc(Cl)cc1)CC(C(=O)O)O2 (stereo unspecified),5%,56%[activator],-12%,17%,-15%,?,-2%,-14%,-2%
O=C(O)C1CC=CCC1C(=O)Nc1ccc(F)c(F)c1 (stereo unspecified),5%,28%,-3%,10%,0%,26%[59 µM],3%,9%,-3%
CN(C)c1ccc(CNC(=O)C2CCCN(S(=O)(=O)c3ccc4c(c3)oc(=O)n4C)C2)cc1 (stereo unspecified),-1%,34%,-10%,19%,-4%,-5%[59 µM],-12%,-16%,4%
COc1ccc(-c2c(-c3ccc(OCC(=O)NN)cc3O)n[nH]c2C)cc1OC,37%[activator],30%,-23%,43%[activator],1%,18%,-2%,-33%,-1%
CCCN1C(=O)c2ccc(C(=O)NC3=NCCS3)cc2C1=O,11%,19%,-15%,5%,-2%,?,-1%,5%,-6%
Cc1c(C(=O)O)c(=O)n(-c2ccccc2)n1-c1ccccc1,2%,21%,-19%,23%,0%,.,-5%,?,3%
CC(C)OP(=O)(OC(C)C)C1(O)C(=O)Nc2ccc(Br)cc21 (stereo unspecified),4%,31%,2%,34%[activator],3%,17%[0.501 µM],-4%,-10%,-4%
COc1ccc(-c2nc(N)c(C#N)c(-c3cccnc3)c2C)cc1,-7%,38%,-7%,-7%,-10%,-7%,-12%,3%,-1%
Cc1cc(S(=O)(=O)Nc2ccc(N3CCOCC3)cc2)ccc1Br,16%,0%,?,-2%,-1%,40µM*,-10%,?,-7%
CC1=NN(C(N)=S)C(=O)C1N=Nc1ccccc1O (stereo unspecified),11%,47%[activator],56µM*,-13%,3%,.,1%,50µM*,5%
CCOc1ccc(C(C)NC(=O)Cc2ccccc2)cc1OCC (stereo unspecified),5%,15%,7%,-4%,0%,14%,5%,4%,-9%
COc1ccc(N2CC(C(=O)Nc3ccccc3C(=O)NC3CC3)CC2=O)cc1 (stereo unspecified),-11%,-11%,-6%,26%,0%,23%,1%,2%,-10%

(next part)
SMILES,GLS inhibitor,HP1b binding inh,JMJD2A Tudor,Pol iota inh,Pin1 inhibitor,G9a block,BLM helicase inh,BAZ2B inh,PGK inhibitor
Cc1ccc(Cl)cc1N1CCN(S(=O)(=O)c2c(C)[nH]c(C)c2C(=O)N2CCCC2)CC1,-3%,18%,?,11%,-1%,.,-3%,?,-8%
O=C(Nc1ccc(-c2nc3ccccc3[nH]2)cc1)c1cccc(N2C(=O)CCC2=O)c1,2%,32%,-2%,?,-1%,-8%[59 µM],-4%,3%,i
COc1ccc([C@H]2[C@H](C(C)=O)N3N=Cc4ccccc4C3C23C(=O)OC(C)(C)OC3=O)cc1 (stereo partly specified),-13%,29%,1%,167%[activator],1%,?,-9%,-5%,-7%
COc1cccc(NC(=O)N2C3CCCC2CC(NC(C)=O)C3)c1 (stereo unspecified),-5%,34%,0%,7%,-2%,.,1%,9%,i
CN(C)CCN(C(=O)C1CCN(S(=O)(=O)c2cccs2)CC1)c1nc2ccccc2s1,10%,-5%,-23%,7%,-1%,?,.,-11%,-8%
Cc1ccc(C(C)NC(=O)COC(=O)C2=COCCO2)cc1C (stereo unspecified),-6%,50%[activator],6%,25%,-6%,7%[12.7 µM],.,-4%,-9%
O=C(Cn1ncc2c(=O)oc3ccccc3c21)NC1CC1,-24%,-19%,-13%[11.4 µM],-1%,-11%,-22%,0%,3%,-5%
COc1cc(NC(=O)Cn2cnc3c(nc4n3CCCCC4)c2=O)cc(OC)c1OC,-12%,69%[activator],-9%,59%[activator],-10%,10%,2%,0%,-3%
CCN(CC)C(=O)[C@H]1CC(CC(=O)NCc2ccco2)C(=O)N2CCc3c([nH]c4ccccc34)[C@]12C (stereo partly specified),10%,9%,-29%,-13%,1%,.,.,.,-8%
COc1ccc(NC(=O)CN2C(=O)/C(=C3\SC(=S)N(CCC(=O)O)C3=O)c3ccccc32)cc1,-18%,0%,?,?,-10%,5%,-3%,-33%,-17%
COC(=O)CCNC(=O)CCc1ccc(S(=O)(=O)N2CCCCCC2)cc1,-3%,27%,-3%,-11%,-2%,-11%[2.33 µM],.,11%,i
CCOc1cc(Br)ccc1S(=O)(=O)N1CCC(C(N)=O)CC1,6%,43%[activator],-2%,46%[activator],-5%,?,-1%,12%,-3%
Cc1c(NN=C(C#N)C#N)c(=O)n(-c2ccccc2)n1C,1%,27%,-5%,73%[activator],?,10µM*,-10%,-34%,4%
